# zVAD death inh = inhibitors of zVAD-triggered necroptosis, primary screen, L929 cells; L929 zVAD necroptosis rescue, ATP luminescence, 24 h; with zVAD 60 µM; viability rescue, % at 10 µM; hit rate 0.38% among 220,000; AID 1377, 2008;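 active = activation, scaled between plate controls, above about 75%, limit read from the data; inactive = activation under that limit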;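 note: 0% = zVAD with DMSO and 100% = DMSO alone without zVAD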
# TNF death inh = inhibitors of TNF-alpha triggered necroptosis, primary screen, cell-based, Jurkat FADD-/-, single concentration | Jurkat FADD-/- TNF necroptosis rescue, ATP luminescence, 24 h; 0 = TNF only, 100 = no-TNF cells | activation (protection from cell death), % at 10 µM | hit rate 0.068% among 220,000 | AID 463075, 2010;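 active = activation, meaning protection from cell death, of at least 50% relative to plate controls; inactive = activation below 50%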;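 note: necroptosis triggered by 40 ng/mL TNF-alpha added together with compound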
# Rad51 HR inh = human RAD51 strand exchange inhibitors, primary screen, biochemical, fluorescence; DNA repair protein RAD51 homolog 1 (Homo sapiens), Q06609; hRad51 DNA strand exchange, fluorescence dequenching; inhibition, % at 10 µM; hit rate 0.085% among 200,000;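 active = inhibition above 40% at the single screening dose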;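 note: 0% = DMSO control wells and 100% = blanks with heterologous ssDNA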
# Target sequence (Q06609 whole entry, looked up): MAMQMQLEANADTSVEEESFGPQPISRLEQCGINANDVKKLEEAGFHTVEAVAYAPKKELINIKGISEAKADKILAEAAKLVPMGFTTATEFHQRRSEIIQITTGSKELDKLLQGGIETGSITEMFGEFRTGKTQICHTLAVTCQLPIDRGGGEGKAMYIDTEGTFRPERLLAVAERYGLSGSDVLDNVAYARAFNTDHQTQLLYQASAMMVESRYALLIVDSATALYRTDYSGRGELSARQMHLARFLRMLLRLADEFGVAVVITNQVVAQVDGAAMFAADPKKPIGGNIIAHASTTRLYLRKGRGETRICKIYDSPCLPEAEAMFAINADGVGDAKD
#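 Read-out basis: percent inhibition relative to plate controls and blanks / Assay system: human Rad51 nucleoprotein filaments preassembled on unlabelled ssDNA / Timing: filaments 15 min 37 °C, then compound 30 min / Control set: per-plate controls and blanks / Technique: fluorescence dequenching at 485/520 nm / Compound: 10 µM final, single point / Also added: Fluorescein- and BHQ1-tagged 47-mer duplex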
# hK5 inh = human KLK5 protease inhibitors, primary screen, biochemical, 1536-well; Kallikrein-5 (Homo sapiens), Q9Y337; recombinant hK5, fluorogenic AMC substrate cleavage; inhibition, % at 5 µM; hit rate 0.59% among 210,000; AID 873, 2007;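 active = inhibition of 40% or more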;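 note: 0% = enzyme controls without compound and 100% = no-enzyme blanks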
# Target sequence (Q9Y337 67-293 limits assumed): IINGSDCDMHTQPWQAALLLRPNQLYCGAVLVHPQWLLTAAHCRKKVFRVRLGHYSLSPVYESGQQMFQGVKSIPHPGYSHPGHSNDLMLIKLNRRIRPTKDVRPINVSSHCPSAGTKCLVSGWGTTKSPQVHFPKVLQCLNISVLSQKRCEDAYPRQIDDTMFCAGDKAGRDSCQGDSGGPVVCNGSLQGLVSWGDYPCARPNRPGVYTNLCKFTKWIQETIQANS
# FXIIa inh 1536 = human FXIIa protease inhibitors, primary screen, biochemical, 1536-well; Coagulation factor XII (Homo sapiens), P00748; purified FXIIa, Boc-QGR-AMC fluorogenic substrate, 2 h; inhibition, % at 5 µM; hit rate 0.3% among 220,000; AID 800, 2007; in the data active = inhibition above about 40%;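 note: 0% = enzyme with no compound and 100% = blank without enzyme; many of its hits are not listed in these tables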
# Hck Nef HTS = inhibitors of Nef-activated human Hck kinase, primary screen, biochemical, Z-Lyte FRET, 384-well, Hck-YEEI | Tyrosine-protein kinase HCK (Homo sapiens), P08631 | Recombinant Hck-YEEI plus Nef, Z-Lyte FRET kinase assay | inhibition, % at 20 µM | hit rate 0.68% among 220,000 | AID 463187, 2010;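 active = Hck-Nef kinase inhibition above about 50%, limit read from the data; inactive = inhibition below that limit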;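 note: 0% = DMSO with Hck plus Nef and 100% = Hck alone without Nef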
# FXIa inh = human FXIa protease inhibitors, primary screen, biochemical, 1536-well; inhibition, % at 5 µM; hit rate 0.14% among 220,000; purified FXIa, Boc-Glu-Ala-Arg-AMC fluorogenic substrate; AID 798, 2007;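 active = inhibition of at least 40%; inactive = inhibition below 40%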;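 note: fluorescence of freed AMC excited at 355 nm; 0% = enzyme without compound and 100% = no enzyme blank; many of its hits are not listed in these tables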
# Thrombin inh = human alpha-thrombin inhibitors, primary screen, counter-screen for coagulation protease inhibitor project, biochemical, 1536-well, fluorogenic AMC substrate | Prothrombin (Homo sapiens), P00734 | Boc-VPR-AMC fluorogenic substrate cleavage | inhibition, % at 5 µM | hit rate 0.26% among 220,000 | AID 1046, 2008;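 active = inhibition at or above 40%; inactive = inhibition below 40%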;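 note: 0% = enzyme with no compound and 100% = wells without enzyme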
#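 Test system: human alpha-thrombin protein / Dosing: one concentration per compound, 5 µM, with 0.2% DMSO / Medium: pH 7.5 Tris-saline with Tween 20 / Benchmarks: no-compound enzyme wells and no-enzyme blanks / Read-out basis: percent inhibition of thrombin substrate cleavage / Timing: reaction at room temperature / Measured by: fluorescence, ex 355 nm, em 460 nm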
# KCC2 mod = KCC2 cotransporter modulators, thallium flux, primary screen, cell-based, HEK293 KCC2, FluoZin-2 fluorescence, MLSMR | Solute carrier family 12 member 5 (Homo sapiens), Q9H2X9 | KCC2 cells, thallium flux FluoZin-2 fluorescence | B-score of Tl+ flux slope (higher = more flux/activation; lower = inhibition) at 10 µM | hit rate 2.2% among 190,000;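 active = thallium flux slope and its plate-corrected score both differing from the plate sample mean at a set confidence after two filtering rounds, in either direction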;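 note: slope of fluorescence scaled to starting intensity during 10 to 20 s after thallium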
# The depositor's hits bear a star; i = inactive; . = no result given. A portion of the library; count on the stated rates, not on these rows.
SMILES,zVAD death inh,TNF death inh,Rad51 HR inh,hK5 inh,FXIIa inh 1536,Hck Nef HTS,FXIa inh,Thrombin inh,KCC2 mod
CC(=NCC1CCCO1)c1c(O)n(Cc2ccccc2)c(=O)[nH]c1=O (centres undefined),-0.1,-2.8,2,-22,8,1,-1,-6,2
O=C(C[N+]12CCN(CC1)CC2)NCCc1ccc(Cl)cc1Cl,1.1,1.1,-1,-2,3,11,4,.,0.64
COC(=O)C(O)(c1ccc(N(C)C(=O)c2cccs2)cc1)C(F)(F)F (centres undefined),5.3,-1.9,-11,-2,11,29,0,12,0.024
CSCCC(N=Cc1c(O)n(-c2ccc(F)cc2)c(=O)[nH]c1=O)C(=O)OC(C)(C)C (centres undefined),0.3,-0.1,-8,26,5,2,0,-4,0.071
O=c1c2ccccc2nc(-c2ccccc2)n1-c1ccccc1,0.2,-2.2,-8,0,10,3,0,-2,0.53
COc1ccc(CCn2c(O)c(C=Nc3ccccc3F)c(=O)[nH]c2=O)cc1OC,0.6,1.9,17,1,3,22,-3,-1,-0.46
O=C(CN1CC(c2ccccc2)CC1=O)Nc1ccc(F)cc1 (centres undefined),0.9,2.6,1,-2,11,-1,-1,1,0.25
O=C(c1cc(-c2cccnc2)nc2ccccc12)N1CCC2(CC1)OCCO2,0.3,-1.1,-4,-1,-8,0,-7,-2,2.4
N#Cc1ccc(N2CCNCC2)c(F)c1,0.7,1.1,-7,0,8,1,-5,-3,.
CC(Cc1ccccc1Sc1ccc(O)cc1)N(C)C (centres undefined),-0.3,-1.9,3,-20,-4,5,1,-4,-0.29
COc1cccc(N2C(=O)NC(=O)/C(=C/c3ccc([N+](=O)[O-])s3)C2=O)c1,-1.0,-23,-3,0,4,6,-2,-1,-0.075
O=C(Cc1ccccc1)NC(Cc1ccc(Cl)cc1)C(=O)O (centres undefined),0.7,1.1,-3,-2,3,15,-4,-3,0.46
CCc1ccc(C2=NN(CCC(=O)N3CCC4(CC3)OCCO4)C(=O)CC2)cc1,-0.9,0.8,-3,6,12,13,8,-6,0.014
c1ccc2c(CCNC3CCCCC3)c[nH]c2c1,1.2,3.4,7,-7,4,18,-4,1,.
COc1cc(/C=C/C(=O)c2c(O)n(CCc3ccccc3)c(=O)[nH]c2=O)ccc1O,42,-1.1,-34,-1,21,0,10,-1,-6.4*
Cc1cc(OCc2ccc([N+](=O)[O-])cc2)c2c3c(c(=O)oc2c1)CCCC3,0.2,-6.0,.,14,-3,2,-2,-1,-0.12
Cc1ccc(C2=NC(C)(C)N3C2C3c2ccc([N+](=O)[O-])cc2)cc1 (centres undefined),1.5,2.9,3,-22,3,1,-1,-6,-0.024
COCCCNC(=O)c1c(N)n(Cc2ccco2)c2nc3ccccc3nc12,1.5,-3.0,.,-4,-4,47,0,1,0.77
O=C1CN=C(c2ccccc2F)c2cc(Cl)ccc2N1,-0.9,1.5,-7,-7,13,-5,9,0,0.17
CC(C)(C)NC(=O)NC(=O)CN1CC=C(c2ccccc2)CC1,24,1.6,-13,2,8,19,-1,4,0.33
COC(=O)c1c(C)[nH]c(C(=O)C(Cc2ccccc2)N(C)C)c1C (centres undefined),0.7,-1.8,4,-12,12,-1,-9,-2,-0.38
CCOc1cc(CNCCc2c[nH]c3ccccc23)cc(Cl)c1OCC,1.8,5.3,-24,-15,1,-1,-4,-7,0.58
Cc1sc2c(c1C)C(c1cccs1)=NCC(=O)N2CC(=O)NCc1cccs1,-0.4,-4.4,-8,4,17,7,3,0,1.4
CN1CCN(c2ncnc3ccc(Br)cc23)CC1,0.9,2.8,0,-15,-4,1,-1,3,0.58
CP(=O)(O)CN1CCCCC1,0.3,1.0,.,-2,6,5,0,2,0.43
O=[N+]([O-])[N-][n+]1cnn(Cc2ccc(Cl)cc2)c1,4.0,1.0,-3,2,10,19,0,-3,0.081
CCOP(=S)(OCC)N1CCOCCOCCN(P(=S)(OCC)OCC)CCOCCOCC1,-1.1,0.5,3,-2,5,23,-3,-3,0.57
CN(C)C1=C(C#N)C(c2ccccc2)=NP(N(C)C)(N(C)C)=N1,0.2,-1.3,5,-23,-2,1,-9,-5,0.079
C[N+]12CCC(CC1)C(C(O)(c1ccccc1)c1cccs1)C2 (centres undefined),-0.6,-4.0,-6,-18,11,-1,1,2,.
CCc1nc2ccccc2c(=O)n1-c1ccccc1[N+](=O)[O-],0.2,-1.3,-1,14,5,3,-2,3,0.028
CN1CC(C(=O)c2ccc(Cl)cc2)C(c2ccccc2F)C1 (centres undefined),0.8,2.6,9,-7,14,0,-4,3,0.22
Cc1ccc(-c2nn(Cc3ccccc3)cc2C(=O)O)cc1,-0.2,-0.7,.,2,8,24,1,1,-2.5
c1ccc2[nH]c(CCNC3CCCCC3)nc2c1,0.3,-1.0,-2,-1,11,2,6,-4,0.39
Cc1cccc(C)c1OC(=O)Cc1ccccc1,0.6,-0.2,26,1,9,27,-1,-8,-0.12
COc1ccc(-n2c(O)c(C(C)=NCc3ccco3)c(=O)[nH]c2=O)cc1,3.2,1.8,6,6,9,0,10,1,.
Cc1cccn2c(=O)c3c(nc12)N1CCCCC1C1(C3)C(=O)N(C)C(=O)N(C)C1=O (centres undefined),1.2,-3.6,5,-8,2,-11,-6,-11,1.8
O=c1[nH]c(=O)n(Cc2ccccc2)c(O)c1C=Nc1ccc(CN2CCOCC2)cc1,-0.4,-10,6,2,-1,1,-6,-5,-0.67
N#CC1(c2ccccc2)CCN(C2CC(=O)N(c3ccc(F)cc3)C2=O)CC1 (centres undefined),0.1,1.2,6,-10,0,14,-6,-4,-1
CC1=CC(=C2C(=O)NC(=S)NC2=O)C=C(C(F)(F)F)N1CCc1ccccc1,0.2,-6.3,.,3,8,20,0,-5,1.9
C=CCn1c(O)c(C(C)=Nc2ccc3c(c2)CCC3)c(=O)[nH]c1=O,0.1,-0.9,1,3,2,6,-7,-8,-1.7
CC(C(=O)c1ccc2ccccc2c1)N1CCCCC1 (centres undefined),0.0,1.8,-11,-8,7,-35,9,-1,0.68
COc1cc(CC2C(=O)N(C)C(=O)N(C)C2=O)ccc1OCc1ccccc1,0.1,-0.2,-8,-13,-1,0,-1,3,-0.02
O=c1[nH]c(=S)[nH]c(O)c1N=Nc1ccc(S(=O)(=O)N2CCc3ccccc32)cc1,-1.4,-5.0,-3,1,8,19,10,7,-0.11
CN1C(=O)C(Cc2nc3ccccc3c(=O)n2-c2ccccc2)c2ccccc21 (centres undefined),0.0,-6.1,10,-8,-10,2,-2,-4,.
c1ccc(-c2[nH]c(-c3ccccc3)[n+](CC3CO3)c2-c2ccccc2)cc1 (centres undefined),-0.2,-0.4,-4,3,-6,2,-7,-9,-2.2

# Exported as tab-separated lines: 11 of the compounds above
Molecule	zVAD death inh	TNF death inh	Rad51 HR inh	hK5 inh	FXIIa inh 1536	Hck Nef HTS	FXIa inh	Thrombin inh	KCC2 mod
CN1CC(C(=O)c2ccc(Cl)cc2)C(c2ccccc2F)C1 (centres undefined)	0.8	2.6	9	-7	14	0	-4	3	0.22
Cc1ccc(-c2nn(Cc3ccccc3)cc2C(=O)O)cc1	-0.2	-0.7	.	2	8	24	1	1	-2.5
c1ccc2[nH]c(CCNC3CCCCC3)nc2c1	0.3	-1.0	-2	-1	11	2	6	-4	0.39
Cc1cccc(C)c1OC(=O)Cc1ccccc1	0.6	-0.2	26	1	9	27	-1	-8	-0.12
COc1ccc(-n2c(O)c(C(C)=NCc3ccco3)c(=O)[nH]c2=O)cc1	3.2	1.8	6	6	9	0	10	1	.
Cc1cccn2c(=O)c3c(nc12)N1CCCCC1C1(C3)C(=O)N(C)C(=O)N(C)C1=O (centres undefined)	1.2	-3.6	5	-8	2	-11	-6	-11	1.8
O=c1[nH]c(=O)n(Cc2ccccc2)c(O)c1C=Nc1ccc(CN2CCOCC2)cc1	-0.4	-10	6	2	-1	1	-6	-5	-0.67
N#CC1(c2ccccc2)CCN(C2CC(=O)N(c3ccc(F)cc3)C2=O)CC1 (centres undefined)	0.1	1.2	6	-10	0	14	-6	-4	-1
CC1=CC(=C2C(=O)NC(=S)NC2=O)C=C(C(F)(F)F)N1CCc1ccccc1	0.2	-6.3	.	3	8	20	0	-5	1.9
C=CCn1c(O)c(C(C)=Nc2ccc3c(c2)CCC3)c(=O)[nH]c1=O	0.1	-0.9	1	3	2	6	-7	-8	-1.7
CC(C(=O)c1ccc2ccccc2c1)N1CCCCC1 (centres undefined)	0.0	1.8	-11	-8	7	-35	9	-1	0.68

# Next section
SMILES,zVAD death inh,TNF death inh,Rad51 HR inh,hK5 inh,FXIIa inh 1536,Hck Nef HTS,FXIa inh,Thrombin inh,KCC2 mod
CCOC(=O)C1CCN(/C=C2/C(=O)NC(=S)N(c3cccc(OC)c3)C2=O)CC1,13,0.8,-7,-3,1,21,-7,-1,1.2
Cc1nc2cc(-c3ccc(Cl)cc3)nn2c(C)c1CCC(=O)N1CCC2(CC1)OCCO2,-0.1,0.2,.,.,.,1,.,.,0.48
O=c1[nH]c(=O)n(-c2ccccc2)c(O)c1/C=C/C=Nc1ccccc1,0.3,0.1,-370,-3,4,3,-3,-2,i
C1=C(c2ccccc2)CCNC1,-0.4,3.3,.,1,4,13,2,-5,-0.34
CC(=NCCC1=CCCCC1)c1c(O)n(-c2ccccc2)c(=O)[nH]c1=O,0.0,0.4,-10,2,10,19,3,3,0.3
COc1cc(CN2CCCC(C(=O)c3sccc3C)C2)cc(OC)c1O (centres undefined),-0.4,1.4,9,3,9,24,-1,-12,-0.29
CC1=C(C(=O)Nc2ccccc2)SCCO1,-0.7,-2.2,1,7,4,13,-7,-7,.
O=C(CN1CCOCC1)c1ccc2cc[nH]c2c1,0.2,0.5,-4,39,14,18,14,37,0.64
O=C(c1c[nH]cc1-c1ccccc1)c1cccc2ccccc12,0.0,-2.0,2,-8,7,1,-4,-3,.
Cc1ccc(N2C(=O)CC(=O)NC2=O)cc1,0.2,0.8,-1,2,12,3,0,-1,0.45
c1ccc2c(CN3CCN(C4CCCCC4)CC3)c[nH]c2c1,0.1,-0.1,-3,1,-5,0,1,0,0.78
O=C(CN1CC(c2ccccc2)CC1=O)NCc1ccc(F)cc1 (centres undefined),.,0.9,.,-8,15,-8,2,4,-0.54
